Screening data: PubChem BioAssay, several laboratories
AID2073 – disruptors of CaV2.2 binding to Mint1 – biochemical, HTRF (AID 2073); HTRF protein-protein interaction, Mint1-CaV2.2; higher % means a stronger effect; inhibition, % at 20 µM, or IC50 in µM where a hit was titrated; 290,000 compounds, 0.19% hits; in the data active = inhibition mostly above about 51%, no sharp cut-off; note: some results filed as inactive read as strong as hits
NTR1 agonist – agonists of NTR1, primary screen, imaging, U2OS cells, beta-arrestin-GFP, high content (AID 493036). P30989. NTR1-U2OS beta-arrestin-GFP spot imaging, agonist mode. activation, % at 20 µM. 330,000 compounds, 0.17% hits;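 active = activation at or above 40% of the spot to cytoplasm intensity ratio, with at least 20 cells analyzed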;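 note: 0% = DMSO without peptide and 100% = 100 nM NTR1 peptide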
Target sequence (P30989 whole entry, looked up): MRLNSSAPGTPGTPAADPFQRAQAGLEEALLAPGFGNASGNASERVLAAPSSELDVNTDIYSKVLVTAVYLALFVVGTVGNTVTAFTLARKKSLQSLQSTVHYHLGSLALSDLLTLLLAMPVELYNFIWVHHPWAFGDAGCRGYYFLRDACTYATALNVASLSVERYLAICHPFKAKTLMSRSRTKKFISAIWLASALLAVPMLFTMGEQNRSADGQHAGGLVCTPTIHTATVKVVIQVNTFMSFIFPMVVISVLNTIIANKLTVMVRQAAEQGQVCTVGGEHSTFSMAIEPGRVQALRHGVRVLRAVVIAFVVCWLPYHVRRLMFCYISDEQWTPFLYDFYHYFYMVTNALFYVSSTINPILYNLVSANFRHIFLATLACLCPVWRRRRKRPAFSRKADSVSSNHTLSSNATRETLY
NS5 inhibitors – flavivirus cap methylation enzyme inhibition – biochemical, confirmation dose response, primary screen (AID 588689); Dengue-2 NS5 methyltransferase capping enzyme assay, biochemical; higher % means a stronger effect; inhibition, % at 25 µM, or IC50 in µM where a hit was titrated; 340,000 compounds, 0.3% hits; in the data active = a potency from the dose series
GPR35 antagonists – inhibition of zaprinast-stimulated GPR35 beta-arrestin translocation – imaging, U2OS, beta-arrestin-GFP, zaprinast agonist, primary screen (AID 2058) | 290,000 compounds, 0.052% hits | one-dose inhibition, % at 10 µM; IC50 in µM for titrated hits | U2OS GPR35 beta-arrestin-GFP translocation imaging, zaprinast antagonism; higher % means a stronger effect;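 active = inhibition of at least 50% with at least 30 cells and total cytoplasm GFP at most 10,000,000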
Large T inhibition – SV40 large T antigen inhibitors, biochemical (AID 1903); 310,000 compounds, 0.39% hits; inhibition, % at 20 µM; hits with a dose series show IC50 in µM; SV40 large T antigen ATPase/helicase inhibition assay; higher % means a stronger effect; in the data active = a potency from the dose series; note: strong numbers were not always called active
Rac1 GTP hydrolysis – MgcRacGAP GTPase-activating activity inhibitors, confirmation, biochemical, ADP Hunter fluorescence | inhibition, % at 30 µM; hits with a dose series show IC50 in µM | MgcRacGAP-stimulated Rac1 GTP hydrolysis, ADP Hunter fluorescence; higher % means a stronger effect; GST-tagged Rac1 F28L mutant substrate | 340,000 compounds, 0.6% hits | AID 624330;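 active = first-screen hits whose inhibition reached a set limit at any dose in the follow-up dose series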;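 note: fluorescence reports GDP produced by GAP-driven GTP hydrolysis; strong numbers were not always called active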
GPR55 LPI antagonism – inhibition of LPI-stimulated GPR55 beta-arrestin translocation – imaging, U2OS, beta-arrestin-GFP, LPI agonist, primary screen (AID 2013); U2OS GPR55 beta-arrestin-GFP translocation imaging, LPI antagonism; higher % means a stronger effect; inhibition, % at 10 µM, or IC50 in µM where a hit was titrated; 290,000 compounds, 0.13% hits;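 active = spots per cell inhibited over 60%, with over 100 cells counted and total cytoplasm intensity under 500,000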;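 note: U2OS cells stably carrying GPR55 and arrestin-GFP stimulated by 5 µM LPI near EC80; imaged beta-arrestin-GFP aggregate spots per cell after agonist stimulation; plate controls were LPI-stimulated DMSO wells for no effect and DMSO wells without LPI for full effect; some results filed as inactive read as strong as hits; confirmed hits need IC50 under 10 µM and bright autofluorescent wells are also inconclusive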
Yfh1-off respiration – enhancers of respiration in Yfh1-depleted yeast, dose response, Friedreich's ataxia, plus single-dose screen (AID 1465). 220,000 compounds, 0.074% hits. one-dose fold induction at 50 µM; EC50 in µM for titrated hits. S. cerevisiae Yfh1-off respiration, WST-1 reduction, 72 h; higher fold induction means a stronger effect;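 active = fold induction of absorbance versus untreated yeast above a set limit, then at least 30% activation at any dose in follow-up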;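 note: activators that raise dye reduction in frataxin-depleted yeast; strong numbers were not always called active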
GPR55 beta-arrestin – GPR55 agonists via beta-arrestin recruitment, primary screen, imaging, U2OS cells, beta-arrestin-GFP redistribution (AID 1961); 290,000 compounds, 0.048% hits; activation, % at 10 µM; hits with a dose series show EC50 in µM; U2OS GPR55 beta-arrestin-GFP redistribution imaging; higher % means a stronger effect;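 active = activation above 40% with more than 50 cells counted in the well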;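 note: U2OS osteosarcoma cells stably expressing GPR55 and beta-arrestin-GFP; plate controls were DMSO negative control for no effect and LPI positive control for full effect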
NTR1 agonist cell count 20 µM – second read-out of NTR1 agonist, no call of its own (marks repeat the call); cell count; measured here: cell count, cytotoxicity flag
NS5 inhibitors pilot replicate – further read-out of NS5 inhibitors, marked with its call; inhibition, %; measured here: pilot screen replicate inhibition
Active calls of the source: *; i = inactive; / = no result given.

SMILES	AID2073	NTR1 agonist	NTR1 agonist cell count 20 µM	NS5 inhibitors	GPR35 antagonists	Large T inhibition	Rac1 GTP hydrolysis	GPR55 LPI antagonism	Yfh1-off respiration	GPR55 beta-arrestin	others
CCn1ncc(C(=O)Nc2ccc(S(=O)(=O)N3CCCC3)cc2)c1C	-4%	-0.3	28	-3%	-5%	3%	11%	-14%	i	-0.1%
COC(=O)c1ccc(S(=O)(=O)NCc2ccc(OC)cc2)n1C	-18%	0.3	47	5%	-3%	8%	7%	-3%	i	-0.2%
CN(C)/C=C(\c1cnc(Cl)s1)S(=O)(=O)c1ccccc1	-2%	2.5	45	2%	-18%	-1%	2%	9%	i	0.3%
CC(CNC(=O)CCS(=O)(=O)c1cc2c(cc1Cl)NC(=O)CO2)c1ccccc1 (stereo unspecified)	-2%	-2.4	54	-6%	11%	/	0%	4%	/	0.5%
O=C(Cn1c(C(F)(F)F)nc2ccccc21)c1ccccc1	-2%	-1.0	42	-4%	0%	4%	8%	1%	i	-0.1%
O=C(Cc1cccs1)N(Cc1ccco1)C1(C(=O)NC2CCCC2)CCCCC1	-3%	0.4	56	-2%	-5%	5%	8%	12%	/	0.0%
c1ccc2[nH]c(CN3CCCCC3)nc2c1	3%	-0.2	71	-5%	-3%	0%	5%	5%	i	0.0%
O=P(O)(CCc1ccccc1)CN1CCCCC1	9%	1.2	64	-7%	6%	8%	-7%	-19%	i	0.3%
CCOc1ccc(-c2cc(C(=O)OC)[nH]n2)cc1	-11%	0.9	66	-5%	0%	12%	1%	-5%	i	-0.2%
Cc1cccc(Nc2nc3c(s2)CCCC3)c1	42%	/	/	-5%	-4%	16%	11%	-8%	i	-0.2%
COCc1nnc(NC(=O)c2cccc(NC(=O)C(C)C)c2)s1	16%	-0.9	55	1%	6%	18%	7%	8%	i	-0.1%
CCc1ccc(CN(C)C(=O)c2ccc3c(=O)n4c(nc3c2)CCC4)cc1	-1%	0.2	72	2%	4%	17%	6%	10%	/	-0.1%
Cc1cc(NS(=O)(=O)c2ccc(N3C(=O)C4C5C=CC(C5)C4C3=O)cc2)nc(C)n1 (stereo unspecified)	10%	0.8	71	-3%	2%	-1%	-4%	-4%	i	-0.3%
O=C1CCCC2=C1C1(CCCCC1)N=C(Nc1nc3ccccc3s1)N2	28%	1.9	72	3%	-9%	-1%	2%	5%	i	1.4%
CC12CCC(C/C1=N/NC(=O)Nc1ccccc1)C2(C)C (stereo unspecified)	-11%	1.9	91	/	-18%	10%	4%	10%	i	-0.5%
CCCCNS(=O)(=O)c1ccc2nc(SCC(=O)N3CC(C)OC(C)C3)[nH]c2c1 (stereo unspecified)	-34%	-0.3	50	-2%	3%	8%	15%	-7%	i	-0.1%
Cc1cccc(/C=C(\C#N)C(=O)Nc2ccccn2)c1	4%	-0.8	40	12%	14%	3%	10%	-5%	/	0.2%
CCOC(=O)N1CCN(S(=O)(=O)c2ccc(F)cc2)CC1	-1%	1.9	38	-2%	-1%	1%	3%	26%	i	-0.3%
COCCN(C(=O)CSc1nnc(C)n1Cc1ccccc1)c1c(N)n(Cc2ccccc2)c(=O)[nH]c1=O	-2%	-0.8	34	-8%	4%	5%	4%	5%	i	-0.4%
COc1ccc(NC(=O)O/N=C2/CCCc3ccc(OC)cc32)cc1	-3%	0.0	82	-2%	0%	-4%	6%	22%	i	0.7%
Cc1ccc(N2C(=O)[C@@H]3[C@H](C2=O)C2c4ccccc4C=CN2[C@@H]3C(=O)c2ccco2)cc1 (stereo partly specified)	1%	/	/	21%	-11%	18%	5%	33%	i	-0.1%
CC(C)c1ccc(OCC(=O)Nc2ccc(OC(F)(F)F)cc2)cc1	5%	0.1	43	6%	12%	2%	8%	-3%	i	-0.3%
COc1ccccc1C(=O)NCC(c1cccnc1)N(C)C (stereo unspecified)	5%	-2.0	47	-2%	7%	8%	7%	-2%	i	-0.2%
CCCCn1c(O)c(C(CC)=Nc2ccc3c(c2)CCC3)c(=O)[nH]c1=O	-4%	12	87	-8%	1%	8%	7%	2%	i	-0.2%	NS5 inhibitors pilot replicate=3.9
COc1ccc(Cn2c(=O)c3[nH]cnc3n(-c3ccccc3C)c2=O)cc1	-1%	-1.8	35	-15%	-8%	6%	3%	-24%	i	0.3%
CCOC(=O)N1CCc2c(sc3nc4n(c(=O)c23)N=C(c2ccc(OC)cc2)CS4)C1	68%	0.1	57	-10%	0%	7%	7%	12%	i	-0.2%
COc1ccc(C(=O)NCc2nnc(SCC(=O)Nc3ccccc3F)o2)cc1	-8%	-0.3	90	6%	-1%	4%	-19%	1%	i	0.1%
NC(=O)C1CCN(C(=O)Cn2cccc2C(=O)c2ccccc2)CC1	-2%	-1.1	64	-5%	-4%	8%	3%	5%	i	-0.1%
Cc1cc(=O)n2nc(N3CCCC(C(=O)N4CCc5ccccc54)C3)sc2n1 (stereo unspecified)	-4%	2.1	33	-1%	-16%	3%	9%	10%	i	-0.2%
CCN=C1S/C(=C\c2cc(Cl)c(OC)c(OC)c2)C(=O)N1CC	11%	17	80	4%	-9%	9%	5%	10%	/	0.0%

Random excerpt: five records from the list.
SMILES	AID2073	NTR1 agonist	NTR1 agonist cell count 20 µM	NS5 inhibitors	GPR35 antagonists	Large T inhibition	Rac1 GTP hydrolysis	GPR55 LPI antagonism	Yfh1-off respiration	GPR55 beta-arrestin	others
Cc1ccc(N2C(=O)[C@@H]3[C@H](C2=O)C2c4ccccc4C=CN2[C@@H]3C(=O)c2ccco2)cc1 (stereo partly specified)	1%	/	/	21%	-11%	18%	5%	33%	i	-0.1%
COc1ccc(Cn2c(=O)c3[nH]cnc3n(-c3ccccc3C)c2=O)cc1	-1%	-1.8	35	-15%	-8%	6%	3%	-24%	i	0.3%
CC(C)c1ccc(OCC(=O)Nc2ccc(OC(F)(F)F)cc2)cc1	5%	0.1	43	6%	12%	2%	8%	-3%	i	-0.3%
Cc1cc(=O)n2nc(N3CCCC(C(=O)N4CCc5ccccc54)C3)sc2n1 (stereo unspecified)	-4%	2.1	33	-1%	-16%	3%	9%	10%	i	-0.2%
NC(=O)C1CCN(C(=O)Cn2cccc2C(=O)c2ccccc2)CC1	-2%	-1.1	64	-5%	-4%	8%	3%	5%	i	-0.1%

The listing picks up; the 3 compounds before the break are reprinted first.
SMILES	AID2073	NTR1 agonist	NTR1 agonist cell count 20 µM	NS5 inhibitors	GPR35 antagonists	Large T inhibition	Rac1 GTP hydrolysis	GPR55 LPI antagonism	Yfh1-off respiration	GPR55 beta-arrestin	others
NC(=O)C1CCN(C(=O)Cn2cccc2C(=O)c2ccccc2)CC1	-2%	-1.1	64	-5%	-4%	8%	3%	5%	i	-0.1%
Cc1cc(=O)n2nc(N3CCCC(C(=O)N4CCc5ccccc54)C3)sc2n1 (stereo unspecified)	-4%	2.1	33	-1%	-16%	3%	9%	10%	i	-0.2%
CCN=C1S/C(=C\c2cc(Cl)c(OC)c(OC)c2)C(=O)N1CC	11%	17	80	4%	-9%	9%	5%	10%	/	0.0%
CC(C(=O)N(C)Cc1ccccc1)N1CCN(C/C=C/c2ccccc2)CC1 (stereo unspecified)	1%	-1.7	58	-13%	54%	17%	80µM*	-2%	i	0.2%
CN(C(=O)c1cccc(OC2CCN(S(=O)(=O)N(C)C)CC2)c1)C1CCOC1 (stereo unspecified)	2%	0.0	51	-5%	-12%	/	9%	-3%	/	0.2%
CC(C)(C)c1ccc(C(=O)N2CCN(c3ncccn3)CC2)cc1	9%	0.8	80	-13%	-14%	4%	2%	7%	/	-0.3%
COc1ccc(-c2c(NC(=O)c3ccco3)n(-c3ccc(C)cc3)nc(C)c2=O)cc1	6%	-0.6	43	/	15%	7%	/	-4%	i	-0.3%
O=C(NCCc1ccncc1)C12CC3CC(CC(C3)C1)C2	-2%	-0.2	102	3%	-6%	2%	5%	-3%	i	-0.2%	NS5 inhibitors pilot replicate=-2.9
CN(C)S(=O)(=O)N1CCC(Oc2cccc(C(=O)NC3CCCCC3)c2)CC1	-2%	5.4	75	3%	3%	/	13%	11%	/	-0.1%
Cc1ccccc1Cn1nc(C)c(NC(=O)C(F)(F)F)c1C	-2%	0.2	36	-1%	-15%	9%	5%	12%	i	-0.1%
Cc1cc(=O)[nH]c2ccc(Cl)cc12	2%	13	79	-4%	-8%	-1%	0%	-24%	i	-0.2%
CCOC(=O)C1CCN(CCC(=O)Nc2cccc(Cl)c2)CC1	1%	-1.8	88	-2%	10%	10%	4%	13%	i	-1.0%
CCOc1ccc2nc(SCC(=O)N(C)C)[nH]c2c1	21%	3.2	100	-6%	17%	2%	-3%	10%	i	0.3%
CCCOc1ccc(-c2c(C(=O)N/N=C(\C)c3ccco3)nnn2-c2nonc2N)cc1	5%	0.7	49	9%	-1%	-12%	9%	-14%	/	-0.2%
Cc1cc(C(=O)CSc2nnc(-c3ccncc3)n2-c2ccccc2)c(C)n1C	30%	-1.6	74	12%	-4%	23%	4%	1%	i	0.3%
CCN(CC)c1ccc(/C=N/NC(=O)CN2CCCc3ccccc32)cc1	5%	15	67	-9%	16%	14%	3%	20%	i	-0.2%
Cc1nc2ccccc2n1CCC(=O)O	-8%	-3.7	81	-5%	8%	22%	4%	23%	i	-0.1%
Cc1ccccc1C(=O)NCC(c1ccco1)N1CCc2ccccc2C1 (stereo unspecified)	/	-0.1	47	-1%	/	15%	9%	/	/	/
COc1ccc(Cl)cc1NC(=O)C1CSC(c2ccncc2)=N1 (stereo unspecified)	-15%	4.1	57	0%	4%	6%	11%	9%	i	-0.2%
CCC(C)(C)NC(=O)CN(C(=O)CCC(=O)Nc1cc(C)ccn1)c1ccc2c(c1)OCO2	2%	-1.5	43	-5%	2%	5%	13%	1%	i	-0.1%
Cc1cc(C)c(Cn2c3ccccc3c3cnn(CC(=O)NCCN4CCOCC4)c(=O)c32)c(C)c1	-9%	1.9	38	1%	-8%	12%	11%	16%	/	-0.2%
Cc1c(-c2nc(N)nc(Nc3ccc(F)cc3)n2)oc2ccccc12	9%	23	45	/	-11%	2%	6%	22%	i	-0.2%
COc1ccc(C2NS(=O)(=O)OCC2C)cc1 (stereo unspecified)	5%	-3.1	52	6%	12%	-3%	3%	1%	/	0.8%
O=C(Nc1ccc(O)cc1)c1ccc(NC(=O)c2cccs2)cc1	-3%	0.4	55	-12%	-1%	13%	3%	-7%	/	-0.2%
COc1ccccc1CCC(=O)OCC(=O)NC1CCCC1	/	-1.3	45	6%	/	15%	7%	/	/	/
